High-throughput results from PubChem.
APP 5'UTR act – APP 5'UTR luciferase reporter activation. SH-SY5Y APP 5'UTR luciferase reporter, luminescence; zero percent = DMSO vehicle wells. 1% of 190,000 active. AID 1276. activation, % at 2 µM;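 active = activation above a set limit, based on mean plus 3 SD of controls, cut at about 140% in these data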; note: values of inactives mirror those of a sister screen read the other way
STAT1 activator – increases IFN-gamma driven STAT1 reporter signal; NIH 3T3 STAT1-luciferase reporter, luminescence; 100% = IFN-gamma alone, no compound; activation (% of control), % at 5.5 µM; 2.6% of 200,000 active;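 active = activation above the screen-wide mean activation plus 3 SD, cut at about 130% in these data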;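 note: raw ratio to IFN-gamma control signal so 100% means no change and 0% no light; values of inactives mirror those of a sister screen read the other way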
STAT3 activator – activators of IL-6 induced STAT3 signaling; U3A cells, IL-6 STAT3-luciferase reporter, luminescence; 100% = signal with IL-6 EC80 alone; activation (% of control), % at 5.6 µM; 0.91% of 190,000 active; AID 871;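 active = activation above the screen-wide mean of compound activation plus 3 SD, cut at about 130% in these data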;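 note: 0% = background luminescence of wells with medium and substrate only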
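Material: STAT3-luciferase reporter U3A cells; Probe or stimulus: IL-6 (33 ng/mL); Incubation: compound pre-incubation 1 h before IL-6, then 6 h stimulation at 37 °C; Technique: luminescence from STAT3-driven luciferase reporter; Evaluation: % activation versus median of IL-6-stimulated wells; Controls: IL-6-only high control.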
STAT1 blocker – STAT1 signaling inhibition; inhibition, % at 5.5 µM; NIH 3T3 STAT1-luciferase reporter, IFN-gamma, luminescence; 0.35% of 200,000 active; AID 920;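 active = inhibition above a set limit, the mean inhibition across all tested compounds plus 3 SD, cut at about 34% in these data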;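 note: 0% = IFN-gamma with DMSO and 100% = IFN-gamma with 300 µM nifuroxazide; values of inactives mirror those of a sister screen read the other way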
STAT3 blocker – inhibitors of IL-6 induced STAT3 signaling. U3A cells, IL-6 STAT3-luciferase reporter, luminescence; host cell line lacks STAT1. inhibition, % at 5.5 µM. 0.89% of 190,000 active;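 active = inhibition above the mean inhibition across all screened compounds plus 3 SD, cut at about 44% in these data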;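 note: 0% = DMSO only wells and 100% = 100 µM nifuroxazide control wells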
Efa HMGR inh – E. faecalis class II HMG-CoA reductase inhibition | purified E. faecalis HMGR, NADPH absorbance 340 nm kinetic | inhibition, % at 10 µM | 0.41% of 190,000 active | AID 1066;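 active = inhibition above a set limit, the median over all tested compounds plus 3 SD, cut at about 9.5% in these data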;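 note: enzyme runs in reverse so mevalonate oxidation gives rising NADPH absorbance; 0% = complete reaction with DMSO and 100% = background rate lacking mevalonate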
NF-kB expr up – NF-kB expression increase, human neuronal cells | NF-kB reporter expression; stronger effect = higher value | fold change at 12.5 µM | 1.6% of 190,000 active; in the data active = fold change above about 3.3
TLR4-MyD88 BLA – TLR4-MyD88 interaction inhibition in cells | HeLa CL3-4 TLR4/MyD88 BLA complementation, FRET ratio | inhibition, % at 8.4 µM | 0.18% of 200,000 active; in the data active = inhibition above about 25%;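 note: 0% = vehicle and 100% = reference inhibitor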
Target sequence (O00206 whole entry, looked up): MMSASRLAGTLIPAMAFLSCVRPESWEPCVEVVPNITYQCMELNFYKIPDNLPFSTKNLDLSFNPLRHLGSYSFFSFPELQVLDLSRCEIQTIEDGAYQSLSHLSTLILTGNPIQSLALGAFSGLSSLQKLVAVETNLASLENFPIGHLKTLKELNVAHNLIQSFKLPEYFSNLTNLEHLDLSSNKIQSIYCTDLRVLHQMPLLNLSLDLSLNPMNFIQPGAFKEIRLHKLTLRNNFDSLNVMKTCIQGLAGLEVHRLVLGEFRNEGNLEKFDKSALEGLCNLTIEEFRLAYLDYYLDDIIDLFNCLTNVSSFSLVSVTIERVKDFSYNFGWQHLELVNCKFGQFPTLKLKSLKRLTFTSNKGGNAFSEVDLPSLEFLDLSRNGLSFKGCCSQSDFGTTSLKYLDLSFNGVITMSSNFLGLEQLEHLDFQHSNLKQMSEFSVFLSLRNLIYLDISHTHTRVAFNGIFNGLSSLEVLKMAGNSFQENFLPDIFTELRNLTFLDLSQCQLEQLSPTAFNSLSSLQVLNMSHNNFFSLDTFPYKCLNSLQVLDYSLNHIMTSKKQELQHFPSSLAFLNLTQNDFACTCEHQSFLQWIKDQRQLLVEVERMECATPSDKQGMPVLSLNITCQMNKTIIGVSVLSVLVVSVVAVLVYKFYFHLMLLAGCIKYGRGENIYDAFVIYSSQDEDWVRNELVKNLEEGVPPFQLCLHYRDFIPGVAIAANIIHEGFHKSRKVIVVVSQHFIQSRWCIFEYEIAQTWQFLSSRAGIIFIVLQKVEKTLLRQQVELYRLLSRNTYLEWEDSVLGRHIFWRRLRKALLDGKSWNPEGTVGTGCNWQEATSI
Target sequence (Q99836 whole entry, looked up): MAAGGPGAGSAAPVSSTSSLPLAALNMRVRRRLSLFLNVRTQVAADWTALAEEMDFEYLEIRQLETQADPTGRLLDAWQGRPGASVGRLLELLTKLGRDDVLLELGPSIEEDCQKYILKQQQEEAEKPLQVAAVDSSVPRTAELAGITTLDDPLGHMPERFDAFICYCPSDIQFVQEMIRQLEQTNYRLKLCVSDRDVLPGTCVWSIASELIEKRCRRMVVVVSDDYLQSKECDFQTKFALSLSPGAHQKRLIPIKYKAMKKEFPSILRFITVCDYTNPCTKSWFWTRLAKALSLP
Redox H2O2 prof – compounds producing H2O2 with reducing agent – biochemical, NIH compound library profiling, artefact control for MLSCN library redox annotation, primary screen | DTT-dependent redox cycling H2O2, phenol red/HRP absorbance; 100% = 100 µM peroxide control, 0% = buffer | activation, % at 10 µM | 0.03% of 200,000 active | AID 878;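 active = activation of at least 50% relative to the plate's high and low controls in the primary single-dose screen; inactive = activation below 50%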;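 note: compound incubated with DTT at 0.8 mM final as the reducing agent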
Hsp70 act – Hsp70 transcriptional activation, primary screen. HeLa Hsp70 promoter luciferase reporter, luminescence; scaled: vehicle 0, proteasome-inhibitor control 100%. activation, % at 10 µM. 0.04% of 200,000 active;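 active = activation above the mean across all tested compounds plus 3 SD, cutoff set per campaign, cut at about 5.5% in these data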;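 note: 100% = MG132 at 30 µM as the positive control and 0% = DMSO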
Active calls of the source: *; / = not tested or not shown.

SMILES	APP 5'UTR act	STAT1 activator	STAT3 activator	STAT1 blocker	STAT3 blocker	Efa HMGR inh	NF-kB expr up	TLR4-MyD88 BLA	Redox H2O2 prof	Hsp70 act
Cc1ccn2cc(C(=O)Nc3ccc4c(c3)OCCO4)nc2c1	142.9*	149.9*	64.7	-54.5	44.5*	-4.0	3.04	5.2	0.0	-0.1
Cn1c(SCC(=O)N2CCCC2)nc2ccccc2c1=O	18.3	101.3	93.5	-1.4	17.2	1.4	1.15	-15.8	1.8	-0.5
Cc1cc(-c2ccccc2)[nH]c(=O)c1C#N	19.9	95.5	96.4	4.7	6.5	-4.2	1.19	0.2	-1.0	-0.2
C#CCOCCOCCOCCNc1nc(N2CCN(C(=O)[C@H](C(C)C)n3cc(CCO)nn3)CC2)nc(N2CCN(C(=O)[C@H](C(C)C)n3cc(CCO)nn3)CC2)n1	-15.2	99.7	102.0	0.3	-5.3	-6.9	1.1	-4.2	0.3	-0.2
COC(=O)/C=C1\S/C(=N/N=C/c2ccccc2)NC1=O	10.7	98.0	98.4	2.2	4.2	-0.3	1.14	-16.2	0.3	-0.2
CCN1/C(=C2\SC(=S)N(Cc3ccccc3)C2=O)Sc2ccccc21	-27.6	98.9	91.0	1.2	5.9	-1.8	1.02	8.9	1.0	-0.5
COc1cc(NS(=O)(=O)c2ccc(N/C=C\C(=O)c3ccc(F)cc3)cc2)nc(OC)n1	-22.2	118.2	99.2	-20.4	-1.6	-5.2	1.18	7.6	0.3	-0.1
COc1cccc(C2/C(=C(\O)c3ccc(OC)c(OC)c3)C(=O)C(=O)N2c2cc(C)on2)c1 (stereo not drawn)	5.9	103.2	102.7	-3.5	0.2	-1.9	1.22	-1.3	-0.5	-0.3
CCCC(C(=O)NCc1ccco1)N(C(=O)CNS(=O)(=O)c1ccccc1)C1CCCC1 (stereo not drawn)	-13.7	105.8	105.3	0.3	-5.1	-7.1	1.56	7.7	0.0	-0.2
CCOC(=O)CSC1=C(C#N)C(c2sccc2C)CC(=O)N1 (stereo not drawn)	-93.4	96.6	92.0	3.7	13.7	-6.0	1.58	-4.7	-0.5	0.0
Cc1c(C(=O)Nc2ccccc2C(=O)N2CCOCC2)cccc1[N+](=O)[O-]	-9.6	101.7	102.5	-2.0	-5.3	-6.2	0.97	0.4	0.0	-0.6
CCOc1cc(NC(=O)C2CCCCC2)c(OCC)cc1NC(=O)c1ccccn1	5.3	103.8	103.4	-5.1	3.4	-3.7	0.99	5.3	0.1	0.3
Cc1ccc(OCCCC(=O)N2CCOCC2)cc1	9.8	100.0	109.5	0.0	-6.0	1.8	1.38	-5.1	1.6	0.1
O=C(c1nc2nc(-c3ccccc3)cc(C(F)(F)F)n2n1)N1CCOCC1	0.9	105.9	96.4	-6.3	6.8	-3.8	0.98	0.9	-0.1	-0.3
COc1cccc(/C=N/Nc2snc(SC)c2C#N)c1O	60.2	83.7	67.9	18.0	39.7	5.9	1.25	-6.0	0.4	-0.4
Cc1csc(NC(=O)CSCC(=O)Nc2ccccc2)n1	19.1	100.5	103.7	-0.6	1.8	1.1	1.01	2.4	3.1	-0.1
CC1CCc2c(sc3ncn(Cc4ccc(C(=O)O)cc4)c(=O)c23)C1 (stereo not drawn)	20.0	101.6	107.9	-1.1	-6.8	-6.4	1.47	11.2	-1.2	-0.4
Cc1cccc(-n2ccnc2CN2CCN(C3CCCC3)C(CCO)C2)c1 (stereo not drawn)	-2.4	107.3	109.1	-9.0	2.0	-5.7	0.87	3.8	1.0	0.0
COc1ccc(C(=O)NC2(C(F)(F)F)NC(=O)N(CCCc3ccccc3)C2=O)cc1OC (stereo not drawn)	-11.2	94.9	94.1	4.9	8.4	-3.3	0.93	3.3	-0.1	-0.5
N#CC1=C(N)Oc2ccc3ccc(O)cc3c2C1c1cccnc1 (stereo not drawn)	4.6	95.8	99.6	4.5	5.0	0.7	1.28	-6.0	-2.9	-0.5
CC[N+](CC)(CC)C/C(N)=N/O	3.2	92.3	103.8	8.4	-1.4	-3.0	0.93	12.5	2.9	0.1
Cc1[nH]n(-c2ccccc2)c(=O)c1C(C[N+](=O)[O-])c1ccc(Br)cc1 (stereo not drawn)	-21.1	93.4	99.7	7.2	7.8	0.3	1.04	8.5	-0.2	0.0
CC(C)CNC(CC(=O)O)c1ccccc1 (stereo not drawn)	14.0	89.8	98.0	10.5	4.7	-0.4	1.34	-5.1	-0.8	-0.4
COC(=O)c1c(NC(=O)C(C)(C)C)sc2c1C(C(=O)OC)CC2 (stereo not drawn)	-8.6	104.6	103.3	-5.0	0.8	0.8	0.95	-2.6	1.8	0.1
O=C(c1ccccc1)c1ccc(N2CCOCC2)c(F)c1	110.4	132.7*	101.1	-36.0	3.8	-6.2	2.97	2.9	-0.5	0.4
COc1ccc(S(=O)(=O)NCc2ccncc2)cc1OC	1.3	93.4	84.4	7.6	24.2	1.6	0.86	8.1	0.1	0.1
CC(C)OC(=O)CC(=O)c1sc2nc3c(cc2c1N)CN(C)CC3	-9.3	99.8	100.9	1.7	3.3	4.5	0.89	-3.3	-1.1	0.0
Cc1ccc(Cl)c2c1NC(=O)C2(O)CC(=O)c1ccccc1O (stereo not drawn)	-1.9	95.6	133.1*	4.8	-34.2	3.2	1.03	-1.5	2.5	-0.4
CC(=O)Nc1ccc(NC(=O)/C=C/c2ccccc2)cc1	32.3	112.1	87.3	-14.0	24.3	-4.0	1.03	15.8	-0.7	-0.1
COCCNC(=O)CSc1nc(-c2ccc(OC)c(OC)c2)cc(C(F)(F)F)n1	-0.3	96.2	98.0	4.2	6.4	-4.2	0.99	20.2	-2.4	-0.1
CC1CCN(C(c2cc3cc4c(cc3[nH]c2=O)OCO4)c2nnnn2CC2CCCO2)CC1 (stereo not drawn)	18.5	93.0	100.0	7.7	2.8	-1.0	1.47	1.3	2.0	2.1
COc1cc(OC)cc(C(=O)N[C@H](C(=O)OCC(=O)c2ccc(F)cc2)C(C)C)c1	-2.1	102.2	102.0	-2.5	2.5	-0.7	1.1	3.1	0.4	-0.2
O=C1C2CCCN2C(c2ccccc2F)N1c1cccc(Cl)c1 (stereo not drawn)	-3.3	100.9	99.1	-1.0	5.9	-0.4	1.04	8.0	-3.1	-0.3
COc1ccc(S(=O)(=O)N2CCCCCC2)cc1NC(=O)c1c2c(nc3ccccc13)CCN(Cc1ccccc1)C2	-6.2	103.9	97.3	-4.4	0.8	4.0	0.31	0.8	-0.1	-0.1
O=C(NCCNc1ccc(Cl)cc1[N+](=O)[O-])c1cccnc1	4.1	84.6	94.5	17.2	12.1	2.1	/	2.2	-0.4	-0.1
CCOC(=O)CP(=O)(c1ccccc1)c1ccccc1	-18.8	95.8	97.9	4.5	9.2	-2.9	1.11	-4.6	0.1	-0.5
CCOC(=O)c1c(C)[nH]c(C(=O)COC(=O)CNC(=O)c2ccc(Cl)cc2)c1C	-10.8	102.3	98.7	-2.5	3.8	-2.5	1.01	-23.8	0.6	-0.2
CC1(C)CC2c3cccc(C(=O)O)c3C(=O)N2c2c1ccc1ccccc21 (stereo not drawn)	4.1	90.4	95.8	10.3	3.6	-4.8	0.95	12.7	-1.2	-0.2
CC(C)c1nnc(NC(=O)c2c(O)c3cccc4c3n(c2=O)CCC4)s1	18.5	99.0	94.6	1.1	11.5	-0.5	0.68	-0.6	0.0	0.1
Cc1ccccc1Cn1cnc2c([N+](=O)[O-])c(C)c(C)cc21	/	93.1	91.1	7.7	16.5	3.3	1.08	-4.2	-0.2	-0.1
O=C(NC1=NCCS1)c1sc2cc(Cl)cc(Cl)c2c1Cl	-8.7	97.9	103.5	2.4	-1.7	1.8	1.16	5.0	0.7	-0.4
O=C(CSc1nnc(-c2cccnc2)n1-c1ccccc1)NCc1ccc2c(c1)OCO2	6.8	91.1	95.8	9.8	8.6	-8.8	1.13	-5.9	0.1	-0.2
CC(C)OC(=O)CSc1nc(N)c(C#N)cc1C#N	-2.1	120.4	95.6	-25.2	7.3	-2.5	1.13	5.3	5.2	-0.2
COc1ccc(-n2c(C)cc(C(=O)COc3ccc(C)nc3[N+](=O)[O-])c2C)cc1	16.5	86.3	96.8	15.3	6.0	0.2	0.67	-4.5	1.0	-0.4
CCc1ccc(/C=C\C(=O)N2CCc3ccccc3C2)cc1	-0.4	104.6	98.8	-5.1	3.0	-3.4	1.5	3.5	-12.0	-0.1
Cc1cc(NS(=O)(=O)c2ccc(NS(=O)(=O)c3ccc(CC(C)C)cc3)cc2)nc(C)n1	14.5	99.9	101.1	0.6	4.8	-4.5	/	11.2	-0.9	0.0
COc1cccc(NC(=O)CSc2nnc(Cc3cccs3)n2-c2ccc(C)cc2)c1	-15.0	80.6	94.7	21.0	7.9	-3.4	0.61	-2.5	-1.6	-0.2
COc1cc(N)c(Cl)cc1Cl	12.8	105.0	98.0	-6.6	5.9	-1.7	2.67	-7.2	-0.5	0.3
COc1ccc2c(c1OC)C(=O)N(c1ccc(O)cc1)C2=O	29.9	100.9	96.5	-2.8	9.1	-1.1	1.16	-0.5	-1.3	-0.2
O=C(O)c1ccccc1SCC(=O)N1CCOCC1	12.1	98.0	97.6	0.1	9.0	-1.1	1.4	4.0	-0.9	0.5
Fc1cccc(Cc2noc(CN3CCN(C4CCc5ccccc5C4)CC3)n2)c1 (stereo not drawn)	7.8	103.2	95.5	-3.5	10.8	-5.8	1.15	0.9	-0.9	-0.2
C/C(=N\NC(=O)c1cccs1)C(C)(C)C	88.7	158.5*	107.5	-66.6	-6.0	0.5	1.95	-7.7	0.1	0.2
Cc1ccccc1-c1nc(CN(C)C(C)c2ccon2)c(C)o1 (stereo not drawn)	1.8	104.1	99.0	-5.8	6.4	-1.8	1.24	-4.8	-0.5	-0.1
CN(Cc1nc2ccccc2c(=O)[nH]1)C(=O)c1ccc(S(=O)(=O)N(C)C)cc1	-1.4	103.5	103.0	-3.8	0.0	-2.3	1.08	9.8	1.2	-0.1
Cc1ccc(S(=O)(=O)NCC(=O)N(CC(=O)NCC2CCCO2)CC2CCCO2)cc1 (stereo not drawn)	10.6	109.1	99.3	-11.4	2.1	-5.9	1.15	-0.1	-0.8	-0.2
COCCCNS(=O)(=O)c1ccc2c3c(cccc13)C(=O)S2	1.3	107.4	90.6	0.8	14.2	-2.7	0.92	-3.8	1.1	-0.2

Part of the list above, limited to Hsp70 act and Efa HMGR inh.
molecule	Hsp70 act	Efa HMGR inh
CC(=O)Nc1ccc(NC(=O)/C=C/c2ccccc2)cc1	-0.1	-4.0
COCCNC(=O)CSc1nc(-c2ccc(OC)c(OC)c2)cc(C(F)(F)F)n1	-0.1	-4.2
